Screening results from PubChem.
CBFb RUNX1 block: blocks binding between human CBF-beta and RUNX1; Q01196+Q13951; AlphaScreen CBFb-His/RUNX1-biotin binding, biochemical; Potency, µM (series often up to 59.8 µM), without a hit: at the highest dose activity, negative = inhibition, most hits filed as inhibitors; 230,000 tested, under 10 active; also: % of control where 0% means no effect
Target sequence (Q01196 whole entry, looked up): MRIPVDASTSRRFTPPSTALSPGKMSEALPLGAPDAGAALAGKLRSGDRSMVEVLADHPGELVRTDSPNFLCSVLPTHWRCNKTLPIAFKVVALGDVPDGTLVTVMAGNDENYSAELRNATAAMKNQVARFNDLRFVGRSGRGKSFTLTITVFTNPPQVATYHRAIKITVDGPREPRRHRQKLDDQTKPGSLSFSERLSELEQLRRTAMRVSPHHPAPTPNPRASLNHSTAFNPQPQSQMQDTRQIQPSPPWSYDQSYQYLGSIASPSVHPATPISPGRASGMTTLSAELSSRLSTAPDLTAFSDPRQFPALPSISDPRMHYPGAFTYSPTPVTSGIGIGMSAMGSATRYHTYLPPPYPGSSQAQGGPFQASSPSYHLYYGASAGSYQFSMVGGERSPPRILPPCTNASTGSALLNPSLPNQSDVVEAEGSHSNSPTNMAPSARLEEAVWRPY
Target sequence (Q13951 whole entry, looked up): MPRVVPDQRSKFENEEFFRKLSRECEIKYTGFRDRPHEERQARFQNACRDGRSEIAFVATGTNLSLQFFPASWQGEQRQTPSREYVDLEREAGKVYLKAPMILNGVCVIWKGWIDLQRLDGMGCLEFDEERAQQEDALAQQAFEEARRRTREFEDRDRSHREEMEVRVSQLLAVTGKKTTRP
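Proteins preincubated together for 20 min at RT before compound addition; 15 min later, nickel and streptavidin beads were added and left 90 min prior to AlphaScreen measurement.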
HTT cytoprotect: Huntington cell model cytoprotection by ATP luminescence. PC12 HTT-Q103 induced, cytoprotection, ATP luminescence, 40 h. Potency, µM (series often up to 56.4 µM), inactives show cytoprotection (ATP increase), actives largely listed as activators. hit rate 0.14% among 230,000. AID 1471;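 also: potency is read from the fitted curve at half-maximal effect; % of control where 0% means no effect; nearly all actives have a fitted effect of over 45% in size; toxic huntingtin expression switched on by the ecdysone agonist tebufenozide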
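Cells were plated at 1500 per well in phenol red-free DMEM with 5% equine and 5% calf serum. Tebufenozide (100 nM final) and compounds were added, then ATPlite reagent, and luminescence was read.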
HttQ103 aggreg: inhibitors of mutant huntingtin aggregate formation in PC12 cells; PC12 HttQ103-GFP aggregates, Acumen cytometry, 40 h; hit rate 1.1% among 220,000; Potency, µM (highest dose often 46.1 µM), for inactives: at the highest dose activity change, negative = inhibition, most hits filed as inhibitors; also: potency is read from the fitted curve at half-maximal effect; % is scaled to controls: 0 for no effect and ±100 for the full control effect; nearly all actives have a fitted effect of over 60% in size
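Inducible Q103 Huntingtin exon 1–GFP PC12 line, 1500 cells/well in phenol red free DMEM with 5% equine and 5% calf serum. Tebufenozide 100 nM induced expression; compounds titrated; aggregates quantified by cytometry.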
SMN2 splice enh: increases expression of the SMN2 splice variant; HEK293 SMN2-luciferase splicing reporter, luminescence, 30-36 h; Potency, µM (top dose mostly 46.1 µM), inactives show at the highest dose activity change, positive = activation, most hits filed as activators; hit rate 2.8% among 210,000; also: potency is read from the fitted curve at half-maximal effect; % of control where 0% means no effect; nearly all actives have a fitted effect of over 55% in size
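HEK293 cells carry an SMN2 […]–luciferase reporter in which exon 7 inclusion puts luciferase in frame. Cells were plated 10-12 h before compound addition, then incubated 30-36 h at 37C. ONE-Glo luminescence was read; sodium butyrate at 4.5 mM final served as control.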
Luc counter: counter-screen: inhibitors of Kinase-Glo firefly luciferase. Kinase-Glo luciferase, ATP luminescence, 8 min. Potency, µM (top dose mostly 38.3 µM), inactives show top-dose activity change, negative = inhibition, most hits filed as inhibitors. hit rate 0.28% among 200,000. AID 1379; also: potency is read from the fitted curve at half-maximal effect; % is scaled to controls: 0 for no effect and ±100 for the full control effect; nearly all actives have a fitted effect of over 60% in size
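Compounds were added to a substrate mix at pH 7.2 (50 mM imidazole, 10 uM ATP, within the enzyme's linear range), followed by Kinase-Glo detection reagent; luminescence was measured after 8 minutes at ambient temperature.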
IMPase Li cell: IMPase inhibition in cells with lithium potentiation. CHO-M1 cells, IP1 TR-FRET (IP-One), carbachol + lithium. Potency, µM (highest dose often 59.4 µM), for inactives: top-dose activity, negative = IMPase inhibition, actives largely listed as inhibitors. hit rate 0.35% among 210,000;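 also: IP1 builds up when IMPase is blocked and the TR-FRET signal falls; potency is read from the fitted curve at half-maximal effect; plate controls were basal vehicle for no effect and high inhibitor control for full effect; nearly all actives have a fitted effect of over 50% in size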
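IP1 accumulation measured by competitive TR-FRET in lysed CHO-M1 cells after 30 min compound exposure at 37C, with a small lithium addition to potentiate weak responses. Hill-equation AC50 from ratio and donor-channel data.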
LMNA splice mod: LMNA splicing modulation; HeLa LMNA splicing GFP/RFP minigene ratio, 48 h; Potency, µM (top dose mostly 46.1 µM), without a hit: at the top dose ratio change, negative = inhibition, actives largely listed as inhibitors; hit rate 0.01% among 200,000; active = well fitted inhibition curve with a large enough effect in the signal ratio, with a control signal flat, not every such curve was filed as active; inconclusive = small, poorly fitted or top-dose-only effect, or effect the other way, or a change in a side signal; the % refers to the signal ratio; also: potency is read from the fitted curve at half-maximal effect; % is scaled to controls: 0 for no effect and ±100 for the full control effect
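S3 HeLa cells stably expressing lamin A-EGFP splicing minigene plus DsRed2, 600 cells/well, 48 h compound exposure at 37C. Laser-scanning cytometry; analysed as GFP (500-530 nm)/RFP (575-640 nm) total intensity ratio; 0.5% DMSO vehicle.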
An asterisk follows results filed as active; & = joins results of further samples; [ ] = dose if it differs, or a comment. Unless noted, calls follow the shape of the dose curve; as a rule, active = well fitted curve in the direction sought with a large enough effect; inconclusive = small, poorly fitted or top-dose-only effect, or another doubt; inactive = no such curve, though single readings can be large; an effect the other way counts as inactive or inconclusive.

For CCN(CC)c1ccc(/C=N/NC(=O)c2ccco2)cc1 the results were CBFb RUNX1 block -2%, HTT cytoprotect -29%[10 µM], HttQ103 aggreg inconclusive, SMN2 splice enh 1.6µM*, Luc counter -15%, IMPase Li cell 13% and LMNA splice mod inconclusive.
`COc1ccccc1NC(=O)c1ccccc1NS(=O)(=O)N1CCCC1` gave CBFb RUNX1 block 6%, HTT cytoprotect -5%[0.074 µM], HttQ103 aggreg -18%, SMN2 splice enh 10%, Luc counter 3%, IMPase Li cell 29%[38.3 µM] and LMNA splice mod 1%.
Screening COC(=O)c1c(NC(=O)C(C)(C)C)csc1C returned CBFb RUNX1 block 3%, HTT cytoprotect -11%[10 µM] and HttQ103 aggreg -16%[9.22 µM].
For Cc1cc(C(F)(F)F)nn1CC(=O)Nc1ccc(Br)c2cccnc12 the results were CBFb RUNX1 block -5%, HTT cytoprotect 8%[10 µM], HttQ103 aggreg 11%, SMN2 splice enh -18%, Luc counter 2%, IMPase Li cell 9% and LMNA splice mod -9%.
Cc1ccc(N=C2NC(=O)c3cc([N+](=O)[O-])ccc32)cc1 was read as CBFb RUNX1 block -2%, HTT cytoprotect -12%[10 µM], HttQ103 aggreg 5%, SMN2 splice enh 0%, Luc counter 5%, IMPase Li cell 13µM* and LMNA splice mod -3%.
Screening NC(N)=NC(N)=Nc1ccccc1 returned CBFb RUNX1 block 1%, HTT cytoprotect -21%, SMN2 splice enh 3%&-6%&-4%, Luc counter -3%&-1%&0%, IMPase Li cell -5%&16%&1%&4% and LMNA splice mod inconclusive.
O=C(c1ccco1)N1N=C(c2cccs2)CC1c1ccco1 (centres undefined) was read as CBFb RUNX1 block 0%, HTT cytoprotect 22%[10 µM], HttQ103 aggreg 14%[9.22 µM], Luc counter -2%, IMPase Li cell 6% and LMNA splice mod 9%[46 µM].
O=C(NC1CCSC1=O)c1ccc(Cl)cc1 (centres undefined) was read as CBFb RUNX1 block 1%, HTT cytoprotect -3%[10 µM], HttQ103 aggreg -1%[9.22 µM], SMN2 splice enh -11%, Luc counter 2%, IMPase Li cell -4%[38.3 µM] and LMNA splice mod -7%.
C=Cc1ccc2c(c1)N(C)C(=C)S2 was read as CBFb RUNX1 block 7%, HTT cytoprotect 18%, HttQ103 aggreg 25%, SMN2 splice enh 12%, Luc counter 1%, IMPase Li cell 6% and LMNA splice mod -2%[46 µM].
Screening CSc1ccccc1C(=O)Nc1nc2ccccc2c(=O)[nH]1 returned CBFb RUNX1 block 4%, HTT cytoprotect -29% and HttQ103 aggreg -11%.
CCCc1[nH]nc2c1C(c1c(C)nn(-c3ccccc3)c1Cl)C(C#N)=C(N)O2 (centres undefined) was read as CBFb RUNX1 block -2%, HTT cytoprotect 10%[10 µM], HttQ103 aggreg 29%, SMN2 splice enh -4%, Luc counter 3%, IMPase Li cell -2% and LMNA splice mod -3%.
`O=C(NC1CCCCC1)C(=S)N1CCCC1` gave CBFb RUNX1 block 5%, HTT cytoprotect -33%, HttQ103 aggreg 3%[9.22 µM], SMN2 splice enh -13%, Luc counter -1%, IMPase Li cell 6% and LMNA splice mod -5%[46 µM].
O=C(c1ccc(Cl)cc1Cl)c1ncc(C(F)(F)F)cc1Cl was read as CBFb RUNX1 block 5%, HTT cytoprotect 0%, HttQ103 aggreg -4%, SMN2 splice enh -10%, Luc counter 0%, IMPase Li cell -3%[38.3 µM] and LMNA splice mod 3%.
Screening COc1cccc(-c2cc(C(=O)Nc3cccnc3)no2)c1 returned CBFb RUNX1 block 5%, HTT cytoprotect -20%, HttQ103 aggreg 1%, SMN2 splice enh -8%, Luc counter -9%, IMPase Li cell 27%[38.3 µM] and LMNA splice mod -16%.
For Cc1ccc(OCc2nnc(N)s2)cc1 the results were CBFb RUNX1 block -1%, HTT cytoprotect 0%[10 µM], HttQ103 aggreg 11%[9.22 µM], Luc counter -4%, IMPase Li cell 0% and LMNA splice mod inconclusive.
`CCC(=O)NCc1cc(-c2nn(C)c(=O)c3ccccc23)ccc1C` gave CBFb RUNX1 block 3%, HTT cytoprotect 2%, HttQ103 aggreg 29%, SMN2 splice enh -25%, Luc counter 1%, IMPase Li cell 20%[38.3 µM] and LMNA splice mod -1%.
`CC(=O)c1ccc(N2CCN(C(=S)Nc3ccccc3F)CC2)cc1` gave CBFb RUNX1 block -7%, HTT cytoprotect -4%[10 µM], HttQ103 aggreg 11% and LMNA splice mod -4%.
`COc1cc2oc(=O)cc(-c3cccc(-c4cccc(C)c4)c3)c2c(OC)c1OC` gave CBFb RUNX1 block 22%, HTT cytoprotect -74%[inhibitor], Luc counter 1%[39.9 µM] and IMPase Li cell 23%.
Screening O=C(/C=C/c1ccc(Cl)c(Cl)c1)NCc1ccco1 returned CBFb RUNX1 block 1%, HTT cytoprotect 2%[10 µM], HttQ103 aggreg 8%, SMN2 splice enh -1%, Luc counter -4%, IMPase Li cell -5% and LMNA splice mod 11%.
`COc1ccc(Nc2nc(C(=O)NCc3ccco3)cs2)cc1` gave CBFb RUNX1 block -1%, HTT cytoprotect 4%[10 µM] and HttQ103 aggreg -7%[9.22 µM].
CCc1ccccc1NC(=O)C(Cc1cccc(OC)c1OC)c1nn[nH]n1 (centres undefined) was read as CBFb RUNX1 block 4%, HTT cytoprotect 4%[10 µM], HttQ103 aggreg -8%, SMN2 splice enh 11%, Luc counter 2%, IMPase Li cell 25%[38.3 µM] and LMNA splice mod -2%.
`CCOc1ccc(NC(=O)Nc2cc(C(C)C)c(O)cc2C)cc1` gave CBFb RUNX1 block 1%, HTT cytoprotect 19%[10 µM] and HttQ103 aggreg 6%[9.22 µM].
Screening COc1ccc(-n2nc(C(=O)Nc3nc4ccc(OC)cc4s3)c3ccccc3c2=O)c(OC)c1 returned CBFb RUNX1 block 11%, HTT cytoprotect 0%[10 µM], HttQ103 aggreg -16%, SMN2 splice enh -8%, Luc counter 1%, IMPase Li cell -2% and LMNA splice mod -6%.
C=CC(=O)OCCOCCOC(=O)C=C was read as CBFb RUNX1 block 10%[21.7 µM], HTT cytoprotect -195%[inhibitor], SMN2 splice enh -30% and IMPase Li cell -6%.
For CC(C)(O)C#Cc1ccc(C(=O)NCCc2ccc(S(N)(=O)=O)cc2)cc1 the results were CBFb RUNX1 block 1%, HTT cytoprotect -14%[10 µM], HttQ103 aggreg 13%, SMN2 splice enh -16%, Luc counter 0%, IMPase Li cell -2% and LMNA splice mod 10%[46 µM].
Screening CCCCOC(=O)C1C2C=C[C@]3(CN(CCCOC)C(=O)[C@H]13)O2 (some centres undefined) returned CBFb RUNX1 block 21%, HTT cytoprotect -22%[0.074 µM], HttQ103 aggreg 3%, SMN2 splice enh 6%, Luc counter 3%, IMPase Li cell 11%[38.3 µM] and LMNA splice mod 0%.
Screening CN(Cc1ccccc1)C(=O)COc1ccccc1 returned CBFb RUNX1 block 0%, HTT cytoprotect 19%[10 µM], HttQ103 aggreg -1%, SMN2 splice enh inconclusive, Luc counter 1%, IMPase Li cell -4% and LMNA splice mod 3%.
`Cc1ccnc(NC(=O)Nc2cccc(F)c2)n1` gave CBFb RUNX1 block 0%, HTT cytoprotect -3%, HttQ103 aggreg 13%, SMN2 splice enh 11µM*, Luc counter -10%, IMPase Li cell -2% and LMNA splice mod -12%[46 µM].
Screening O=C(COC(=O)/C=C/c1ccccc1)NCc1ccccc1Cl returned CBFb RUNX1 block 4%, HTT cytoprotect 1%[10 µM], HttQ103 aggreg 3%, SMN2 splice enh 9%, Luc counter 2%, IMPase Li cell 8% and LMNA splice mod 2%[46 µM].
`O=C(COC(=O)CCC(=O)c1ccc(Cl)cc1)NCCc1ccccc1` gave CBFb RUNX1 block -7%, HTT cytoprotect -19%, HttQ103 aggreg -12%, SMN2 splice enh -1%, Luc counter 0%, IMPase Li cell 3% and LMNA splice mod -9%[46 µM].
Cc1ccc(-c2nc(CSCC(=O)N3CCN(C(=O)c4ccco4)CC3)c(C)o2)cc1 was read as CBFb RUNX1 block 5%, HTT cytoprotect -15%, HttQ103 aggreg -18%, SMN2 splice enh -48%[inhibitor], Luc counter 1%, IMPase Li cell 10%[38.3 µM] and LMNA splice mod -8%.
`Cc1ccc(CSCC(=O)NCCCN2CCOCC2)cc1` gave CBFb RUNX1 block -1%, HTT cytoprotect 0%, HttQ103 aggreg 23%, Luc counter 2%, IMPase Li cell -1% and LMNA splice mod 10%[46 µM].
`Cn1c(NNC(=O)/C=C/c2ccc3c(c2)OCO3)cc(=O)n(C)c1=O` gave CBFb RUNX1 block 1%, HTT cytoprotect -2%[10 µM] and HttQ103 aggreg 14%[9.22 µM].
`Cc1cc(=O)oc2cc(OCCSCCN3CCOCC3)ccc12` gave CBFb RUNX1 block 6%, HTT cytoprotect -21%, HttQ103 aggreg 12%, SMN2 splice enh -1%, Luc counter 4%, IMPase Li cell -10%[38.3 µM] and LMNA splice mod 1%.
CC(=O)c1c(C)nc(-c2ccc(Cl)cc2)nc1NC(=O)C(C)C was read as CBFb RUNX1 block 6%, HTT cytoprotect -5%[1.9 µM], HttQ103 aggreg -9%, SMN2 splice enh 24%, Luc counter -2%, IMPase Li cell 12%[38.3 µM] and LMNA splice mod 15%.
For Cc1noc2ncnc(Oc3ccccc3Cl)c12 the results were CBFb RUNX1 block 3%, HTT cytoprotect -5%[10 µM], HttQ103 aggreg 14%, SMN2 splice enh 2%, Luc counter 3% and IMPase Li cell 4%.
Screening CCOc1ccc(NC(=O)CN2C(=O)/C(=C3\SC(=S)N(C4CCS(=O)(=O)C4)C3=O)c3ccccc32)cc1 (centres undefined) returned CBFb RUNX1 block 0%, HTT cytoprotect -14%[10 µM] and HttQ103 aggreg -2%[9.22 µM].
For CC(C)(C)OC(=O)NCCC(=O)Oc1ccc2ccc(=O)oc2c1 the results were CBFb RUNX1 block -9%, HTT cytoprotect 4%, HttQ103 aggreg 5%, SMN2 splice enh 12%, Luc counter -9%, IMPase Li cell -28%[38.3 µM] and LMNA splice mod 5%.
For COc1cccc(C(=O)Nc2ccc(Cl)c(C(F)(F)F)c2)c1 the results were CBFb RUNX1 block 16%, HTT cytoprotect 12%[10 µM], HttQ103 aggreg -20%, SMN2 splice enh -5%, Luc counter 4%, IMPase Li cell 9% and LMNA splice mod inconclusive.
